# SUMO1 PPI mod: modulators of SUMO1 protein-protein interactions, primary screen, biochemical, uHTS | SUMO1 binding to a labelled peptide, TR-FRET, 1 h | inhibition, % at 20 µM | hit rate 0.33% among 360,000 | AID 602429, 2012; in the data active means inhibition above about 37%
# Target sequence (P63165 whole entry, looked up): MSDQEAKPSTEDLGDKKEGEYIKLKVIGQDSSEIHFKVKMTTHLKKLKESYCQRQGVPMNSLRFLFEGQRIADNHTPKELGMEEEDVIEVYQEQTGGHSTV
# MsrA inhibitor: bovine MsrA enzyme inhibitors, primary screen, biochemical, absorbance, HTS. Methionine sulfoxide reductase A (Bos taurus). purified bovine MsrA, absorbance read-out. inhibition, % at 15.5 µM. hit rate 0.75% among 360,000; in the data active means inhibition above about 4.5%;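 further: 0% = vehicle wells with enzyme and 100% = reference inhibitor wells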
# STEP block: STEP phosphatase inhibitors, primary screen, biochemical, fluorescence intensity, uHTS; Tyrosine-protein phosphatase non-receptor type 5 (Homo sapiens), P54829; recombinant STEP, OMFP fluorogenic substrate; inhibition, % at 20 µM; hit rate 0.25% among 360,000;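 active means inhibition at 20 µM, scaled per plate between control wells, above about 37%, limit read from the data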;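 further: 0% = DMSO with enzyme and substrate and 100% = substrate only without enzyme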
# Target sequence (P54829 whole entry, looked up): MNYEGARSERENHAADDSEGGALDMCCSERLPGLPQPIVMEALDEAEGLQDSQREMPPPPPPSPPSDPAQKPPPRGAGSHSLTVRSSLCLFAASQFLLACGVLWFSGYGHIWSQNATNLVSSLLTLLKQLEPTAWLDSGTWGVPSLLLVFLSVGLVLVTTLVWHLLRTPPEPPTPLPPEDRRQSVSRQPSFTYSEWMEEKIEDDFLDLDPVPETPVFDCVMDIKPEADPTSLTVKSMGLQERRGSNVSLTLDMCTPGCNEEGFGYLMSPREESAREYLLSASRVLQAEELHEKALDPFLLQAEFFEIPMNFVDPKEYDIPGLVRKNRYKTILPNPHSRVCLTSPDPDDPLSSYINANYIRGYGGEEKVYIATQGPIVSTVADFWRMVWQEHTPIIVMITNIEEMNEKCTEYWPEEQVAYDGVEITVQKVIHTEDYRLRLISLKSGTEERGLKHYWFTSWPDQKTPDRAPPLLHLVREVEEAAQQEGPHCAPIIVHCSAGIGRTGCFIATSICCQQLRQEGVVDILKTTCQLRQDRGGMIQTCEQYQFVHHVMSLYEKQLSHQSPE
#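 Also added – OMFP at 25 µM · Test system – STEP tyrosine phosphatase · Technique – FITC-channel fluorescence of OMFP product · Schedule – 20 min at room temperature, dark · Evaluation – control-normalized % inhibition with plate pattern correction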
# bovine MsrA act: bovine MsrA enzyme activators, primary screen, biochemical, absorbance, HTS | Methionine sulfoxide reductase A (Bos taurus) | purified bovine MsrA, absorbance read-out | activation, % at 10.6 µM | hit rate 0.3% among 360,000 | AID 602163, 2012; in the data active means activation above about 7.5%;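 further: 0% = vehicle and 100% = reference activator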
# LMPTP inh: LMPTP phosphatase inhibitors, primary screen, biochemical, fluorescence intensity, uHTS; recombinant LMPTP-A, OMFP fluorogenic substrate; inhibition, % at 20 µM; hit rate 0.22% among 360,000; AID 651560, 2012;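 active means compounds that cut the enzyme signal by at least half of the control window in the single-dose screen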;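 further: plate controls were DMSO wells with enzyme plus substrate for no effect and substrate without enzyme for full effect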
# Target sequence (P24666 whole entry, looked up): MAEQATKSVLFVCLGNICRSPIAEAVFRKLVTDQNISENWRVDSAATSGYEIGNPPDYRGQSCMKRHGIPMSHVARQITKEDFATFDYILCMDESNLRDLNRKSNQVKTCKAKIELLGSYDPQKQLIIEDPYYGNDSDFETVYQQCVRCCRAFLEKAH
#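 Test system – LMPTP-A enzyme · Amount – LMPTP-A at 0.625 nM final in the reaction · Buffer or medium – Bis-Tris pH 6.0, DTT, detergent · Reagent – OMFP 400 µM · Doses – single 20 µM dose · Schedule – reaction 50 min, room temperature, dark · Detection – fluorescence intensity of OMFP turnover product · Evaluation – percent inhibition versus substrate-only and uninhibited controls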
# Scp1 inh: Scp-1 phosphatase inhibitors, primary screen, biochemical, colorimetric, uHTS. Recombinant Scp1, phosphopeptide, malachite green phosphate absorbance. AID 493091, 2011. Carboxy-terminal domain RNA polymerase II polypeptide A small phosphatase 1 (Homo …. inhibition, % at 20 µM. hit rate 0.88% among 340,000;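 active means inhibition above about 50% at 20 µM, limit read from the data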;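 further: plate controls were DMSO wells with enzyme for no effect and wells lacking enzyme for full effect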
# Target sequence (Q9GZU7 76-261 limits assumed): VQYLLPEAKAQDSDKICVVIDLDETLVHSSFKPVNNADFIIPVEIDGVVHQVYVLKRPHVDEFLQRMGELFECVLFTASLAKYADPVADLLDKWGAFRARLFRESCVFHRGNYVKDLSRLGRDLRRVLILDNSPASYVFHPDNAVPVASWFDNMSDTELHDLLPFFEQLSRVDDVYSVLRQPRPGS
#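 Test system: SCP-1 phosphatase catalytic domain, residues 76-261 | Compound dosing: One concentration, 20 µM, with 1.0% DMSO | Schedule: 45 min room-temperature reaction, 5 min colour, 30 min stabiliser | Detection: Absorbance at 630 nm | Read-out basis: % inhibition of SCP-1 phosphate liberation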
# Tb MetRS inh: T. brucei MetRS inhibitors, primary screen, biochemical, luminescence | purified T. brucei MetRS, ATP depletion, Kinase-Glo luminescence | inhibition, % at 11.9 µM | hit rate 0.4% among 360,000 | AID 624268, 2012;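 active means inhibition above a per-plate cutoff of the control wells' mean inhibition plus 3 SD, cut at about 5.5% in these data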;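 further: 0% = DMSO wells median and 100% = median of wells with control inhibitor compound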
#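 technique = Kinase-Glo luminescence, ATP depletion format | system = purified MetRS (methionyl-tRNA synthetase) enzyme from Trypanosoma brucei | timing = 15 min preincubation, 2 h reaction, all 25 °C | evaluation = percent inhibition versus plate control medians | dosing = single dose, 11.9 µM final nominal, 0.9% final DMSO | also added = substrates ATP, L-methionine and bulk Escherichia coli tRNA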
# CendR NRP1 mod: modulators of CendR peptide binding to NRP-1, primary screen, biochemical, fluorescence polarization, uHTS; Neuropilin-1 (Homo sapiens), O14786; FAM-RPARPAR peptide binding to NRP-1; inhibition, % at 25 µM; hit rate 0.85% among 360,000;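 active means inhibition or corrected inhibition above about 18%, plus a signal ratio from 0.5 to 1.5, limit read from the data, passing the limit was not always enough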; further: strong numbers were not always called active
# eLon inh: inhibitors of E. coli Lon protease, primary screen, biochemical, fluorescence polarization | P0A9M0 | purified E. coli Lon protease | inhibition, % at 7.94 µM | hit rate 0.42% among 360,000; in the data active means inhibition above about 13%, passing the limit was not always enough;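 further: 0% = enzyme with probe and DMSO and 100% = no enzyme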
# DNMT1 inh: human DNMT1 methyltransferase inhibitors, primary screen, biochemical, molecular beacon, fluorescence, HinP1I cleavage, uHTS. DNA (cytosine-5)-methyltransferase 1 (Homo sapiens), P26358. inhibition (reported as % activation of signal), % at 10 µM. hit rate 0.83% among 360,000. AID 588458, 2011; in the data active means inhibition above about 50%
# Starred values were filed as active, the others as inactive; nt = not tested or not shown.
1	CN(CC(=O)NCCc1ccc(S(N)(=O)=O)cc1)S(=O)(=O)c1cccc2nsnc12
2	Cc1ccc(NC(=O)Nc2cccs2)cc1
3	COc1ccc(OC)c(S(=O)(=O)Nc2ccc(O)c(Sc3ncn[nH]3)c2)c1
4	CCCN1C(=O)C(O)(C/C(C)=N/O)c2ccccc21 (centres undefined)
5	O=C1NC[C@H](Cc2ccccc2)N(C[C@H]2CCCN2C[C@H](Cc2ccccc2)N2C[C@H](Cc3ccccc3)N(CC3CCCCCC3)C(=O)C2=O)C1=O
6	O=C(CNS(=O)(=O)c1c(Cl)cccc1Cl)N1CCCCCC1
7	Cc1nc(-c2cccnc2)sc1C(=O)Nc1ccc(Cl)cc1
8	Cc1ccc(NC(=O)C(C)OC(=O)Cc2c[nH]c3ccccc23)cc1 (centres undefined)

compound no.	1	2	3	4	5	6	7	8
SUMO1 PPI mod	-30	2	6	-1	13	3	-23	-2
MsrA inhibitor	0.9	-0.4	nt	-0.6	0.5	-0.1	1.3	0.3
STEP block	-1	-4	23	-4	3	-4	5	-2
bovine MsrA act	-15	-1	-3	-2	-7	-13	-4	-2
LMPTP inh	1.3	-0.9	-0.7	1.4	6.4	-1.1	-0.6	1.9
Scp1 inh	2	-8	3	0	21	8	-25	-6
Tb MetRS inh	-1.4	-0.1	-0.7	-0.9	0.1	-1.7	0.2	-0.4
CendR NRP1 mod	7	-21	7	-5	0	-1	-10	-4
eLon inh	-2	-10	0	3	-3	-6	-13	-19
DNMT1 inh	-2	-4	2	1	4	8	-2	2

# Two entries drawn at random from those above:
2	Cc1ccc(NC(=O)Nc2cccs2)cc1
8	Cc1ccc(NC(=O)C(C)OC(=O)Cc2c[nH]c3ccccc23)cc1 (centres undefined)

compound no.	2	8
SUMO1 PPI mod	2	-2
MsrA inhibitor	-0.4	0.3
STEP block	-4	-2
bovine MsrA act	-1	-2
LMPTP inh	-0.9	1.9
Scp1 inh	-8	-6
Tb MetRS inh	-0.1	-0.4
CendR NRP1 mod	-21	-4
eLon inh	-10	-19
DNMT1 inh	-4	2

# Returning to the listing, repeating the 4 entries before the break.
5	O=C1NC[C@H](Cc2ccccc2)N(C[C@H]2CCCN2C[C@H](Cc2ccccc2)N2C[C@H](Cc3ccccc3)N(CC3CCCCCC3)C(=O)C2=O)C1=O
6	O=C(CNS(=O)(=O)c1c(Cl)cccc1Cl)N1CCCCCC1
7	Cc1nc(-c2cccnc2)sc1C(=O)Nc1ccc(Cl)cc1
8	Cc1ccc(NC(=O)C(C)OC(=O)Cc2c[nH]c3ccccc23)cc1 (centres undefined)
9	CCOC(=O)c1cnc(SCC(=O)NCc2cccs2)nc1N
10	CCC(C(=O)NCc1ccco1)N(Cc1cccs1)C(=O)CNS(=O)(=O)c1ccccc1 (centres undefined)
11	Cc1cc(C)n(-c2ccc(NC(=O)C3CCN(Cc4cnc(C)s4)CC3)cc2)n1
12	O=C(CN1CCN(C(=O)C2COc3ccccc3O2)CC1)Nc1ccccc1 (centres undefined)
13	COCCN(CC(=O)NCC1CCCO1)C(=O)CCC(=O)Nc1cc(C)on1 (centres undefined)
14	COCc1c(C(=O)N2CCc3ccccc32)oc2ccccc12
15	COC(=O)C1=C(C(=O)OC)C(c2cc([N+](=O)[O-])ccc2O)c2sc(=O)[nH]c2S1 (centres undefined)
16	CCOC(=O)C(=CNNc1cccc(Cl)c1)C(=O)OCC

compound no.	5	6	7	8	9	10	11	12	13	14	15	16
SUMO1 PPI mod	13	3	-23	-2	1	4	-1	-2	-1	4	-7	-3
MsrA inhibitor	0.5	-0.1	1.3	0.3	-0.3	0.1	0.1	-1.3	-2.0	0.8	2.3	0.2
STEP block	3	-4	5	-2	1	-1	-4	0	-1	2	5	-2
bovine MsrA act	-7	-13	-4	-2	-1	1	-6	-3	-3	-3	-3	-4
LMPTP inh	6.4	-1.1	-0.6	1.9	-0.1	0.6	-0.1	-1.6	1.6	2.0	-1.0	0.0
Scp1 inh	21	8	-25	-6	-4	-9	1	1	-2	-8	-9	8
Tb MetRS inh	0.1	-1.7	0.2	-0.4	-0.3	-0.3	-0.4	-0.2	-0.7	0.4	0.2	0.2
CendR NRP1 mod	0	-1	-10	-4	6	-3	3	-13	-9	9	-5	2
eLon inh	-3	-6	-13	-19	10	1	-6	8	7	2	-4	-4
DNMT1 inh	4	8	-2	2	-3	2	-1	0	-5	-1	-7	-3

17	CN(C(=O)c1ccc(NC(=O)Cc2ccc(NC(=O)C3CCCN(C(=O)C4CCCCC4)C3)cc2)cc1)C1CC1 (centres undefined)
18	O=C(NCc1cc([N+](=O)[O-])ccc1O)c1cccnc1Sc1ccccc1Cl
19	NS(=O)(=O)c1ccc(CCNS(=O)(=O)c2cccs2)cc1
20	Cn1c(=O)c2c(nc3n2CC(O)CN3c2ccccc2)n(C)c1=O (centres undefined)
21	COc1ccc(-c2nn(-c3ccccc3)cc2C(=O)Nc2ccc(C(=O)O)cc2)cc1OC
22	COc1cc(NC(=O)C/C(C)=N/NC(=O)c2cccc(O)c2)c(OC)cc1Cl
23	CN(C)CCCN(C(=O)c1ccco1)c1nc2ccc(Cl)cc2s1
24	O=C(NCCN1CCCC1)c1ccc(Cn2c(=S)[nH]c3ccc(Br)cc3c2=O)cc1

compound no.	17	18	19	20	21	22	23	24
SUMO1 PPI mod	-1	-2	-3	-1	6	0	-1	2
MsrA inhibitor	1.5	0.4	1.7	-2.0	1.4	0.7	-1.6	0.1
STEP block	-1	0	-2	-3	0	1	0	8
bovine MsrA act	-3	-11	-2	-7	-2	-5	-9	-2
LMPTP inh	-0.9	-0.2	1.2	-1.1	-0.7	-0.5	2.8	17
Scp1 inh	-10	1	-2	-1	-10	-12	-12	-5
Tb MetRS inh	-0.2	-0.5	-0.1	-0.8	0.0	0.3	-0.5	4.9
CendR NRP1 mod	5	-7	-18	-2	-11	-1	1	-1
eLon inh	-1	-6	-1	8	3	1	4	-15
DNMT1 inh	-1	-1	-1	0	-2	-8	0	-6

25	CCC1CCc2c(sc(NC(=O)c3cnccn3)c2C(N)=O)C1 (centres undefined)
26	CN(CC(=O)Nc1cccc(F)c1)C(=O)c1ccc(-n2cncn2)c([N+](=O)[O-])c1
27	Cc1oc(-c2ccccc2Cl)nc1CN1CCCN(C(=O)c2ccco2)CC1
28	Cc1ccnc(NC(c2ccccc2)c2ccc3cccnc3c2O)c1 (centres undefined)
29	Cc1[nH]c2ccccc2c1N=Nc1ccccc1C(=O)O
30	COc1ccc(/C=N/n2cncn2)cc1Cn1nc(C)c([N+](=O)[O-])c1C
31	Cc1cc2c(cc1C)-n1nnnc1C(N1CCN(c3ccccn3)CC1)C(c1ccc3c(c1)OCO3)=N2 (centres undefined)
32	CNC(=O)Cc1nc2ccccc2n1CC(=O)Nc1cc(C)cc(C)c1

compound no.	25	26	27	28	29	30	31	32
SUMO1 PPI mod	-4	-20	-1	-11	27	-2	-12	1
MsrA inhibitor	1.1	-0.1	-1.1	1.3	0.6	nt	-0.9	-1.1
STEP block	7	-2	0	3	3	1	nt	0
bovine MsrA act	-3	-2	-2	-1	-4	-2	nt	-4
LMPTP inh	-0.9	2.1	0.1	3.1	5.0	-0.3	2.4	-0.9
Scp1 inh	0	-8	-6	-15	16	-7	nt	-1
Tb MetRS inh	0.0	51*	-0.3	0.2	1.1	0.1	0.5	0.9
CendR NRP1 mod	1	-7	2	33*	1	-3	-10	18
eLon inh	-10	-5	3	-1	-4	3	nt	-11
DNMT1 inh	-1	0	3	-10	11	-3	nt	-2

33	COc1cccc(-c2nn(C)c3sc(C(=O)N4CCN(c5ccccc5)CC4)cc23)c1
34	O=C(CN1C(=O)NC2(CCCC2)C1=O)OCc1ccc(Br)cc1
35	CCOC(=O)c1c(CN2CCN(CC#N)CC2)n(C)c2cc(Br)c(OC)cc12
36	CC(C)(O)c1cc2ccc(C#Cc3ccsc3)cc2c(=O)o1
37	CCN(CC)S(=O)(=O)c1cccc(NC(=O)CSc2nnc(N)s2)c1
38	Cc1ccc(SCc2[nH]nc3c2C2(CCSCC2)C(C#N)=C(N)O3)cc1
39	CCOC(=O)c1c(C)[nH]c(C)c1S(=O)(=O)NCc1ccc(OCC)cc1
40	O=C(c1ccccc1)N1CCCC(C(=O)N2CCCCCC2)C1 (centres undefined)
41	Cc1csc(SCC(=O)Nc2ccc(CC#N)cc2)n1
42	Cc1cc(C)c(OCC(=O)OCC(=O)NCc2ccco2)c(C)c1

compound no.	33	34	35	36	37	38	39	40	41	42
SUMO1 PPI mod	-2	2	7	-24	2	14	0	-1	-1	-2
MsrA inhibitor	4.6*	0.9	-1.0	-0.2	1.6	0.2	-0.2	-1.8	0.1	-0.1
STEP block	5	-1	1	4	4	-4	-7	-2	-2	-1
bovine MsrA act	-6	-3	-1	-1	-8	-1	-3	-2	-3	0
LMPTP inh	5.6	-0.9	1.5	0.1	0.4	0.4	-0.8	-1.2	-0.8	-0.2
Scp1 inh	3	-1	-6	6	5	0	-2	0	nt	nt
Tb MetRS inh	-0.5	-0.2	-0.3	-0.6	-0.3	0.7	-0.2	0.0	-0.3	-0.3
CendR NRP1 mod	-2	12	1	-5	8	7	-3	3	-3	-21
eLon inh	-6	0	-7	-5	3	2	-4	13	-8	-7
DNMT1 inh	-6	1	-1	-3	-1	-2	1	3	10	0

# Three of the entries above in order of their number in Scp1 inh, ascending.
item	Structure	Scp1 inh
8	Cc1ccc(NC(=O)C(C)OC(=O)Cc2c[nH]c3ccccc23)cc1 (centres undefined)	-6
34	O=C(CN1C(=O)NC2(CCCC2)C1=O)OCc1ccc(Br)cc1	-1
33	COc1cccc(-c2nn(C)c3sc(C(=O)N4CCN(c5ccccc5)CC4)cc23)c1	3
